Screening results from PubChem BioAssay.
TLR9-MyD88 block = TLR9-MyD88 interaction inhibition. Q9NR96+Q99836. CHO BLA complementation TLR9-MyD88, CCF4 FRET ratio. inhibition, % at 4.98 µM. actives 0.21% (n = 340,000). AID 504734;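 active = inhibition above the mean over all tested compounds plus 3 SD, cut at about 21% in these data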;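 also: 0% = DMSO only wells and 100% = clavulanate BLA inhibitor control wells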
TROY NFkB inh = blocks TROY-dependent signaling in reporter cells. Q293 LMP1-TROYcd NF-kB luciferase reporter, 4 h. inhibition, % at 10 µM. actives 0.98% (n = 360,000). AID 1347056;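 active = compounds whose plate-normalised and pattern-corrected inhibition of the luciferase reporter signal at the single screening dose is 50% or more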
ABHD5-PLIN5 inh = ABHD5-PLIN5 protein interaction inhibition. Q00G26+Q8WTS1. Split G. princeps luciferase complementation, luminescence, 4 h. inhibition, % at 4 µM. actives 0.78% (n = 360,000). AID 602281;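 active = inhibition above the mean inhibition across every tested compound plus 3 SD, cut at about 22% in these data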;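 also: 0% = DMSO only wells and the 100% control is not disclosed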
SRC3 inh = inhibitors of human steroid receptor coactivator 3 (SRC3). AID 588352. HEK293 GAL4-SRC3 luciferase reporter, luminescence. inhibition, % at 3.6 µM. actives 0.17% (n = 360,000);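 active = inhibition above a per-campaign cutoff, the mean of all compounds plus 3 SD, cut at about 60% in these data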;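 also: 0% = DMSO-treated cells and 100% = gossypol-treated cells at 36 µM; higher means less SRC3-driven luciferase light from the GAL4 reporter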
Exocytosis inh = lytic granule exocytosis inhibition | TALL-104 LAMP-1 surface exposure, flow cytometry; cells stimulated with thapsigargin and PMA | inhibition, % at 10 µM | actives 0.66% (n = 360,000);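 active = inhibition above about 55%, limit read from the data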
LRH-1 inv ag = inverse agonists of human LRH-1 (NR5A2); O00482; HEK293T StAR-luciferase reporter, LRH-1 transfected, 24 h; inhibition, % at 3.6 µM; actives 0.13% (n = 360,000); AID 602396;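 active = inhibition above the mean inhibition of all tested compounds plus 3 SD, cut at about 73% in these data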;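 also: 0% = DMSO wells and 100% = reporter-only cells lacking LRH-1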
SRC2 inh = human SRC2 (NCOA2) inhibition; Q15596; HEK293 GAL4-SRC2 luciferase reporter, luminescence; inhibition, % at 9 µM; actives 0.17% (n = 370,000); AID 651957;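 active = inhibition above the mean inhibition of all tested compounds plus 3 SD, set per campaign, cut at about 52% in these data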;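 also: 0% = DMSO treated cells and 100% = cells given Gossypol at 36 µM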
NR2F2 inh = blocks human COUP-TFII nuclear receptor. HEK293T NGFI-A luciferase reporter, luminescence. inhibition, % at 8.6 µM. P24468. actives 0.7% (n = 370,000). AID 686940;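 active = inhibition above a per-plate cutoff, mean inhibition of test wells between control levels plus 3 SD, cut at about 38% in these data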;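 also: cells cotransfected with COUP-TFII expression vector driving the NGFI-A reporter; 0% = median of COUP-TF2 test wells and 100% = reporter-only cells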
Target sequence (P24468 whole entry, looked up): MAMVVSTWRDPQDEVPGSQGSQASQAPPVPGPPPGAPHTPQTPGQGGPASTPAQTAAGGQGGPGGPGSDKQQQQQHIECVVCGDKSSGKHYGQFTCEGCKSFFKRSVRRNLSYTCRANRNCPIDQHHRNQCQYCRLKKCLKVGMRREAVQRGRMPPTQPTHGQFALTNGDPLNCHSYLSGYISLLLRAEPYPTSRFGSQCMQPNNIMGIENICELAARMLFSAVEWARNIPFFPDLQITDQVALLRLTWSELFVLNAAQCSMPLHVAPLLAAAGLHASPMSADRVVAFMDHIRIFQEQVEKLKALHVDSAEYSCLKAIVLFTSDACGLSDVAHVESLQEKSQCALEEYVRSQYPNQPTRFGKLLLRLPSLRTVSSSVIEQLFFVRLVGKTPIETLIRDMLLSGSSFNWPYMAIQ
NOD2 RIPK2 PPI = blocks binding of human NOD2 to RIPK2; O43353; AID 624267; actives 0.38% (n = 360,000); CHO BLA complementation NOD2-RIPK2, CCF4 ratio; inhibition, % at 4.98 µM; in the data active = inhibition above about 21%;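 also: 0% = vehicle only and 100% = reference blocker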
Target sequence (O43353 whole entry, looked up): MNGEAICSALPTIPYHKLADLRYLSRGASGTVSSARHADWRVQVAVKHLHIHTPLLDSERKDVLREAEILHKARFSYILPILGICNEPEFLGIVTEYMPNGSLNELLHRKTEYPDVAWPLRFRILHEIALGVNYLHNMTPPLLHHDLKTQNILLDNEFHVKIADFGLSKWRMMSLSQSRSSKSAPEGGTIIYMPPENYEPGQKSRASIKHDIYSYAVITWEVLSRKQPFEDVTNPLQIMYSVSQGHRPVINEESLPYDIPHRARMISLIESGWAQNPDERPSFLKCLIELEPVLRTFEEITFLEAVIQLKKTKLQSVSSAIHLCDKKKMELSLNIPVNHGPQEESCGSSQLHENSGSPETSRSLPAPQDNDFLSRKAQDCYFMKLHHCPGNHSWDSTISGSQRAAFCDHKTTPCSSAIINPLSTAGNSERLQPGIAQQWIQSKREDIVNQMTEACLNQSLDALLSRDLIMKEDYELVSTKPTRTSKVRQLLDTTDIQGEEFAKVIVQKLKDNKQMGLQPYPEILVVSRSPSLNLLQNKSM
TWEAK Fn14 block = inhibitors of TWEAK-Fn14 interaction signaling | TWEAK-stimulated Fn14 reporter cells, luciferase luminescence, 8 h | inhibition, % at 10 µM | actives 2% (n = 360,000); in the data active = inhibition above about 50%
NCOA1 inh = human NCOA1 inhibition; Q15788; HEK293 GAL4-SRC1 luciferase reporter, luminescence; inhibition, % at 3.6 µM; actives 0.12% (n = 360,000); AID 588354;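 active = inhibition above the campaign mean plus 3 SD, with each screening campaign given its own cutoff, cut at about 60% in these data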;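 also: 0% = DMSO treated cells and 100% = gossypol at 36 µM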
Starred values were filed as active, the others as inactive; . = no result given. An excerpt; rates above refer to the full screens.

nr	Compound	TLR9-MyD88 block	TROY NFkB inh	ABHD5-PLIN5 inh	SRC3 inh	Exocytosis inh	LRH-1 inv ag
1	NC(=O)c1ccc(NC(=O)CSc2nnc(-c3ccccn3)n2N)cc1	5	-1	1	1	-2	12
2	CC(C)NS(=O)(=O)c1ccc2c(c1)oc(=O)n2C	0	-15	-8	10	2	3
3	COc1ccc(S(=O)(=O)N2CCOC2CNC(=O)C(=O)NCc2ccccn2)cc1C (stereo unspecified)	-1	13	-6	14	1	12
4	Cc1ccccc1OCC(=O)Nc1ccccc1C(=O)NC1CC1	5	-6	1	17	-2	0
5	Cc1ccccc1N(C(=O)c1snc(C(N)=O)c1N)C(C)C(=O)NC1CCCCC1 (stereo unspecified)	-6	10	-2	9	-5	-8
6	CN(C(=O)c1ccc2ccccc2c1)c1ccccn1	4	1	4	-12	1	-15
7	COc1ccc(N=N/C(C(C)=O)=C(/C)O)cc1	-10	-21	-6	-31	-7	-9
8	Cc1[nH]c2ccccc2c1CN1CCC(Cc2ccccc2)CC1	10	-1	21	-3	14	14

nr	SRC2 inh	NR2F2 inh	NOD2 RIPK2 PPI	TWEAK Fn14 block	NCOA1 inh
1	26	-7	8	-8	-27
2	-15	15	1	-6	-4
3	-29	5	-8	0	9
4	10	-14	-1	-14	-15
5	-7	5	-2	8	0
6	-22	4	-6	12	4
7	-23	9	6	-13	-23
8	1	-15	15	12	4

Next results.
nr	Compound	TLR9-MyD88 block	TROY NFkB inh	ABHD5-PLIN5 inh	SRC3 inh	Exocytosis inh	LRH-1 inv ag
9	CNC(=S)N(Cc1ccc2c(c1)OCO2)C1CC(=O)N(c2ccc(F)cc2)C1=O (stereo unspecified)	5	5	3	12	-1	16
10	Cc1ccc(NS(=O)(=O)c2cc([N+](=O)[O-])ccc2NNC(=S)Nc2cccc(Cl)c2)c(C)c1	12	62*	-29	0	0	-11
11	COc1ccc(-c2noc(CN(Cc3nccn3C)C(C)C)n2)cc1	2	-1	-5	12	-4	-3
12	COC(=O)c1ccc(C(=O)OC)c(NC(=O)N2c3ccccc3Sc3ccccc32)c1	10	0	1	11	-8	-12
13	CN(Cc1ccccc1)C(=O)c1ccc(NC(=O)Cc2ccc(NC(=O)C3CCN(C(=O)C4CCCC4)CC3)cc2)cc1	-3	15	5	-1	-4	8
14	O=C(NCc1ccccc1Cl)C(=O)c1cn(CC(=O)N2CCOCC2)c2ccccc12	-1	-14	16	10	9	15
15	CCOC(=O)c1ccc(S(=O)(=O)N2CCC(C(=O)O)CC2)cc1	-17	9	-4	10	1	-10
16	CCOCc1nnc(NC(=O)c2cc(OC)c(OC)c(OC)c2)s1	-15	5	6	23	6	9

nr	SRC2 inh	NR2F2 inh	NOD2 RIPK2 PPI	TWEAK Fn14 block	NCOA1 inh
9	9	-11	7	-4	12
10	.	.	5	40	8
11	2	8	9	0	-1
12	9	9	-22	-34	-4
13	1	23	5	-19	-8
14	-1	9	-13	24	-16
15	-9	10	-3	6	1
16	-1	-29	-2	11	3

Some of the entries above, reformatted.
Values in the order: TLR9-MyD88 block	TROY NFkB inh	ABHD5-PLIN5 inh	SRC3 inh	Exocytosis inh	LRH-1 inv ag	SRC2 inh	NR2F2 inh	NOD2 RIPK2 PPI	TWEAK Fn14 block	NCOA1 inh
16) CCOCc1nnc(NC(=O)c2cc(OC)c(OC)c(OC)c2)s1
  -15	5	6	23	6	9	-1	-29	-2	11	3
13) CN(Cc1ccccc1)C(=O)c1ccc(NC(=O)Cc2ccc(NC(=O)C3CCN(C(=O)C4CCCC4)CC3)cc2)cc1
  -3	15	5	-1	-4	8	1	23	5	-19	-8
9) CNC(=S)N(Cc1ccc2c(c1)OCO2)C1CC(=O)N(c2ccc(F)cc2)C1=O (stereo unspecified)
  5	5	3	12	-1	16	9	-11	7	-4	12

Next part
nr	Compound	TLR9-MyD88 block	TROY NFkB inh	ABHD5-PLIN5 inh	SRC3 inh	Exocytosis inh	LRH-1 inv ag
17	CCCCN1C(=O)N(C)C2C1N(C)C(=O)N2CCCC (stereo unspecified)	7	-7	0	15	1	15
18	Cc1ccc(OCC(=O)NCCCNC(=O)c2ccco2)cc1	2	4	-8	7	0	-21
19	Cc1noc(C)c1S(=O)(=O)Nc1ccc2c(c1)C(=O)N([C@H](C)CO)C[C@H](C)[C@@H](CN(C)C(=O)Nc1ccc(C(F)(F)F)cc1)O2	0	2	9	8	0	4
20	CC(=O)Nc1ccc(C(=O)NCC(=O)OCc2ccccc2F)cc1	-7	-7	-3	4	0	-7
21	O=C(CCNc1cccc(F)c1)c1cc2ccccc2o1	-3	-39	-2	7	20	4
22	CCC(=O)N1CCC2(CC1)Oc1ccc(F)cc1C(=O)C21CC(c2cccnc2)=NO1 (stereo unspecified)	-3	4	6	-3	0	-49
23	CC(=O)Nc1ccc(CN2CCN(CC=C(C)C)C(CCO)C2)cc1 (stereo unspecified)	2	4	-3	13	-2	-2
24	CCC(C)NC(=O)c1cnn2c1NC(c1ccc3c(c1)OCO3)CC2C(F)(F)F (stereo unspecified)	4	-27	0	8	1	3

nr	SRC2 inh	NR2F2 inh	NOD2 RIPK2 PPI	TWEAK Fn14 block	NCOA1 inh
17	20	7	-5	2	-5
18	-5	-8	-5	-4	6
19	32	9	-15	-14	5
20	-16	-30	-3	-5	4
21	-23	-3	-7	-1	3
22	7	5	5	-33	-1
23	-39	10	0	4	4
24	-19	-17	9	-8	-31

Other records follow:
nr	Compound	TLR9-MyD88 block	TROY NFkB inh	ABHD5-PLIN5 inh	SRC3 inh	Exocytosis inh	LRH-1 inv ag
25	CC(C)c1ccc(CC(=O)N2CCC2(C)C(=O)Nc2ccc3c(c2)OCO3)cc1 (stereo unspecified)	.	4	-4	9	-6	5
26	Cc1nc(N)nc(Nc2ccc(Cl)cc2)c1Br	0	-30	-2	-42	-2	-16
27	COc1cc2c(cc1OC)C(=O)N(C)CC2	-8	-3	3	0	2	12
28	O=C(Nc1c2c(nn1-c1ccc(Cl)cc1)CS(=O)(=O)C2)c1ccccc1	4	14	-1	13	-2	5
29	C=CCn1c(SCC(=O)N2CCOCC2)nc2sc(C)c(C)c2c1=O	-7	-2	-6	-2	5	-10
30	OC(c1ccc(F)c(F)c1)c1ncc(-c2ccccc2F)[nH]1 (stereo unspecified)	.	-20	-3	-42	-4	-35
31	CCOC(=O)c1c(NC(=O)C(Sc2ccccc2)c2ccccc2)sc(C(N)=O)c1C (stereo unspecified)	-14	23	1	12	2	8
32	Cc1nnc(SCC(=O)NC(=O)NCc2ccco2)n1Cc1ccccc1	1	-5	6	-1	-5	19

nr	SRC2 inh	NR2F2 inh	NOD2 RIPK2 PPI	TWEAK Fn14 block	NCOA1 inh
25	5	13	11	-11	2
26	-17	8	2	14	-27
27	6	-15	-9	10	-2
28	22	-20	-4	2	-4
29	-18	1	-8	-12	4
30	-23	4	2	-7	-9
31	-17	4	5	26	-8
32	9	3	8	-13	9

Part of the list above, reduced to Exocytosis inh and NR2F2 inh:
| No. | structure | Exocytosis inh | NR2F2 inh |
| --- | --- | --- | --- |
| 2 | CC(C)NS(=O)(=O)c1ccc2c(c1)oc(=O)n2C | 2 | 15 |
| 22 | CCC(=O)N1CCC2(CC1)Oc1ccc(F)cc1C(=O)C21CC(c2cccnc2)=NO1 (stereo unspecified) | 0 | 5 |
| 4 | Cc1ccccc1OCC(=O)Nc1ccccc1C(=O)NC1CC1 | -2 | -14 |
| 6 | CN(C(=O)c1ccc2ccccc2c1)c1ccccn1 | 1 | 4 |
| 1 | NC(=O)c1ccc(NC(=O)CSc2nnc(-c3ccccn3)n2N)cc1 | -2 | -7 |
| 24 | CCC(C)NC(=O)c1cnn2c1NC(c1ccc3c(c1)OCO3)CC2C(F)(F)F (stereo unspecified) | 1 | -17 |

(continued)
nr	Compound	TLR9-MyD88 block	TROY NFkB inh	ABHD5-PLIN5 inh	SRC3 inh	Exocytosis inh	LRH-1 inv ag
33	CCCCN(C(=O)c1cc(=O)[nH]c2ccccc12)c1c(N)n(CCCC)c(=O)[nH]c1=O	0	-5	-1	0	-3	-4
34	CCCn1nnnc1NCc1ccc(OC)cc1	-1	1	1	-8	-19	15
35	O=C(c1cccc(F)c1)N1CCN(C2CCCCC2)CC1	7	16	-1	13	0	-1
36	Cc1ccc(C(=O)NC(Cc2ccc(C(C)(C)C)cc2)C(=O)O)cc1 (stereo unspecified)	3	-9	-3	16	-3	4
37	CC(=O)c1ccc(N2CCN(CC(O)COC(c3ccccc3)c3ccccc3)CC2)cc1 (stereo unspecified)	-5	6	3	10	9	-9
38	OCC1(CCOc2ccccc2)CCN(Cc2ccc3cccc(F)c3n2)CC1	-8	8	-1	-4	5	16
39	COc1ccc(CN(C(=O)c2cccs2)C(C(=O)NC2CCCCC2)c2ccc3ncccc3c2)cc1 (stereo unspecified)	-4	10	2	18	-3	13
40	CC(C)C(=O)Nc1cccc(C(=O)NCc2ccc(S(N)(=O)=O)cc2)c1	1	-2	0	3	-2	0

nr	SRC2 inh	NR2F2 inh	NOD2 RIPK2 PPI	TWEAK Fn14 block	NCOA1 inh
33	-7	13	1	5	1
34	-11	8	0	18	-5
35	5	11	-5	-17	-16
36	-17	-19	3	-21	5
37	21	-1	-3	0	-12
38	-2	-5	4	11	-3
39	7	-39	-11	5	3
40	-2	2	0	-3	-11

Additional results follow.
nr	Compound	TLR9-MyD88 block	TROY NFkB inh	ABHD5-PLIN5 inh	SRC3 inh	Exocytosis inh	LRH-1 inv ag
41	Cn1c(C(=O)NCc2cccnc2)cc2sc(Cl)cc21	5	-2	5	8	-1	32
42	Cc1ccc(/C=C2\SC(=S)N(C(Cc3ccccc3)C(=O)O)C2=O)cc1 (stereo unspecified)	-4	30	-5	-1	-4	-11
43	COc1ccc(NC(=O)CSc2nnc(-c3ccccc3)n2Cc2ccco2)c(OC)c1	8	4	6	14	-1	13
44	CCCNC(=O)/C(C#N)=C1\N=C(NC(=O)c2ccco2)c2ccccc21	-15	-10	-6	1	5	-27
45	Cc1ccccc1NC(=O)Cc1nc(COC(=O)CSc2ccccc2)cs1	-4	-3	4	28	-4	0

nr	SRC2 inh	NR2F2 inh	NOD2 RIPK2 PPI	TWEAK Fn14 block	NCOA1 inh
41	.	.	7	3	1
42	2	13	-10	-6	-18
43	-2	11	0	15	6
44	-18	-2	0	-7	4
45	-13	-9	-3	-17	17
